# Yfh1-depleted yeast = enhancers of respiration in Yfh1-depleted yeast, dose response, Friedreich's ataxia, plus single-dose screen (AID 1465) | S. cerevisiae Yfh1-off respiration, WST-1 reduction, 72 h; higher fold induction means a stronger effect | fold induction at 50 µM, or EC50 in µM where a hit was titrated | 220,000 compounds, 0.074% hits;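 active = fold induction of absorbance versus untreated yeast above a set limit, then at least 30% activation at any dose in follow-up; inconclusive = repeats straddling the limit, or above it without dose testing; inactive = fold induction below the set limit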;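 note: activators that raise dye reduction in frataxin-depleted yeast; strong numbers were not always called active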
# NOD1 inhibition = inhibition of NOD1-driven NF-kB reporter – cell-based, luminescence, uHTS, primary screen (AID 1578) | NOD1-driven NF-kB luciferase reporter cells, luminescence; higher % means a stronger effect | inhibition, % at 4 µM; hits with a dose series show EC50 in µM | 290,000 compounds, 1% hits; in the data active = inhibition mostly above about 36%, no sharp cut-off; inactive = mostly below about 34%;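 note: HEK-293T reporter cells stimulated with the NOD1 agonist gamma-tri-DAP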
# HIV fusion peptide = inhibitors of HIV fusion peptide binding, primary screen, biochemical, uHTS, fluorescence dequenching (AID 1986) | cell-free peptide binding, fluorescence dequenching, 30 min; higher % means a stronger effect | inhibition, % at 20 µM, or IC50 in µM where a hit was titrated | 290,000 compounds, 0.3% hits; in the data active = inhibition mostly above about 52%, no sharp cut-off; inactive = mostly below about 76%; note: some results filed as inactive read as strong as hits
# NOD2 inhibition = NOD2 signaling inhibitors, cell-based, luminescence, uHTS, HEK293 (AID 1566). HEK293 NOD2/NF-kB luciferase reporter, luminescence; higher % means a stronger effect. inhibition, % at 4 µM; hits with a dose series show EC50 in µM. 290,000 compounds, 0.63% hits; note: many of its hits are not listed in these tables
# NS5 inhibitors = flavivirus cap methylation enzyme inhibition – biochemical, confirmation dose response, primary screen (AID 588689); 340,000 compounds, 0.3% hits; one-dose inhibition, % at 25 µM; IC50 in µM for titrated hits; Dengue-2 NS5 methyltransferase capping enzyme assay, biochemical; higher % means a stronger effect; in the data active = a potency from the dose series; inconclusive = inhibition above about 29% without an active follow-up result
# KOR beta-arrestin-1 = KOR antagonists, beta-arrestin recruitment, cell-based, luminescence, uHTS (AID 1778) | one-dose inhibition, % at 10 µM; IC50 in µM for titrated hits | 290,000 compounds, 0.091% hits | KOR beta-arrestin recruitment, luminescence, antagonist mode; higher % means a stronger effect; note: strong numbers were not always called active
# West Nile virus CPE = inhibition of WNV-induced cytopathic effect – cell-based, CPE readout (AID 1621); West Nile virus-infected cells, CPE inhibition; higher % means a stronger effect; one-dose CPE inhibition, % at 10 µM; IC50 in µM for titrated hits; 290,000 compounds, 0.02% hits; in the data active = a potency from the dose series; inconclusive = CPE inhibition mostly from about 3.7% at the one dose, without a potency; inactive = the rest, 99 in 100 with CPE inhibition below about 2.2%; note: strong numbers were not always called active
# AID2073 = disruptors of CaV2.2 binding to Mint1 – biochemical, HTRF (AID 2073) | HTRF protein-protein interaction, Mint1-CaV2.2; higher % means a stronger effect | inhibition, % at 20 µM, or IC50 in µM where a hit was titrated | 290,000 compounds, 0.19% hits; in the data active = inhibition mostly above about 51%, no sharp cut-off; inconclusive = no clear call, values can overlap the other calls; inactive = mostly below about 53%; note: some results filed as inactive read as strong as hits
# KOR beta-arrestin-2 = KOR agonists, beta-arrestin recruitment, primary screen, cell-based, luminescence, uHTS (AID 1777); KOR beta-arrestin recruitment, luminescence; higher % means a stronger effect; activation, % at 10 µM; hits with a dose series show EC50 in µM; 280,000 compounds, 0.02% hits; in the data active = activation above about 50%, passing the limit was not always enough; note: a part of the inactive calls stands beside numbers as strong as those of hits
# NS5 inhibitors pilot replicate = second read-out of NS5 inhibitors, no call of its own (marks repeat the call); inhibition, %; measured here: pilot screen replicate inhibition
# * = called active by the depositor; i = inactive; ? = inconclusive; . = not tested or not shown; [ ] = remark or other dose. Cut-off read from the data, not from the text of the source, unless noted: active = inhibition above about 50%; inactive = the rest. A portion of the library (hit frequency here may not be typical).
SMILES,Yfh1-depleted yeast,NOD1 inhibition,HIV fusion peptide,NOD2 inhibition,NS5 inhibitors,KOR beta-arrestin-1,West Nile virus CPE,AID2073,KOR beta-arrestin-2,others
COc1cc(NC(=S)NC(=O)c2c(OC)cccc2OC)ccc1NC(=O)c1cccs1,i,.,-1.1%,-5.3%,-9.6%,-4.4%,0.3%,6.0%,-4.9%,
COc1cccc(OC(=O)c2cc3ccccc3oc2=O)c1,i,-28.3%,-2.4%,8.3%,-1.5%,3.7%,-0.3%,-2.6%,-4.7%,
COC(=O)C1CCN(C(=O)Cc2ccc(C)cc2)CC1,i,-5.6%,-0.2%,-7.3%,-4.8%,-18.6%,0.4%,-2.1%,-3.8%,
O=C(Cn1nc(C(F)(F)F)c2c1CCC2)NC1CCCCC1,i,-9.1%,-1.8%,-14.9%,-6.4%,-20.4%,-0.2%,-9.1%,-0.5%,
CCN(CC)S(=O)(=O)c1ccc(NC2c3ccccc3C(=O)N2Cc2ccco2)cc1 (configuration not stated),i,5.7%,1.5%,3.1%,-5.5%,32.4%,0.0%,10.9%,1.8%,
COc1ccc(N(CC(=O)NC(C)(C)C)C(=O)CCC(=O)Nc2nccs2)cc1,.,-24.0%,0.1%,5.1%,-5.9%,-34.8%[20 µM],-0.8%,8.5%,3.3%,NS5 inhibitors pilot replicate=-4.3
COc1ccc(S(=O)(=O)N2CCOCC2)cc1NC(=O)COc1ncnc2ccccc12,i,-13.4%,-1.1%,5.7%,-1.4%,-18.7%,-0.1%,-4.5%,-3.9%,
CCn1c(O)c(C=Nc2ccccc2)sc1=S,i,-41.8%,5.9%,-93.7%,.,7.7%,-0.1%,-9.2%,0.1%,
CCc1ccc(N(C(=O)CCC(=O)Nc2cc(C)on2)C(C(=O)NC2CCCC2)c2ccco2)cc1 (configuration not stated),i,-14.2%,1.1%,16.3%,-8.0%,6.8%,-0.1%,10.1%,-5.3%,
COc1cc(NC(=O)CCc2nnc3ccc(N4CCCC4)nn23)cc(OC)c1OC,.,-7.9%,-0.9%,21.0%,-0.9%,-8.9%,0.2%,?,-3.0%,
CC(C)c1ccc(/C=N/N2CCCCC2)cc1,i,-40.2%,-0.1%,-47.5%,-5.4%,-51.1%,-1.2%,6.0%,0.5%,
O=C(c1ccccc1F)N1CCN=C1SCc1cccnc1,i,-0.7%,-2.9%,3.7%,0.7%,-12.4%,0.4%,-0.1%,5.1%,
N#Cc1ccc(-c2ccccc2)nc1SCC(=O)c1cc2ccccc2oc1=O,i,-18.5%,6.5%,2.8%,-16.8%,-25.3%,1.3%,10.4%,-1.4%,
Cn1/c(=N\NC(=O)c2ccccc2Cl)sc2ccccc21,i,-40.2%,0.6%,-32.5%,2.9%,-6.5%,0.1%,-9.7%,1.3%,
Cc1cc(C)n(-c2nc3ccccc3nc2Nc2ccc(CC(=O)O)cc2)n1,i,-10.7%,-2.2%,19.9%,-2.1%,18.3%,0.2%,11.8%,-8.2%,
Cc1cc(-c2ccccc2)nc2oc3c(c12)NC(=O)CN(c1ccccc1)C3=O,i,9.9%,1.9%,18.3%,9.3%,15.0%,-0.7%,10.9%,1.3%,
Cc1ccc(Nc2nnc(SCC3CCCCO3)s2)cc1 (configuration not stated),i,-30.0%,1.2%,-40.3%,-0.7%,-17.8%,-1.1%,4.9%,2.1%,
CCCCNC(=O)N1c2ccccc2CC1C (configuration not stated),i,-19.5%,0.4%,45.0%,.,-6.1%,-0.3%,-12.3%,-2.8%,
COc1ccc(OC)c(N=C2C(=O)Nc3ccccc32)c1,i,5.0%,-1.0%,11.8%,12.3%,7.7%,0.2%,13.1%,-3.9%,
COC(=O)c1sccc1NC(=S)N1CCN(c2ccc(F)cc2)CC1,i,-21.3%,-0.6%,8.4%,3.2%,-0.8%,-1.4%,-13.7%,0.7%,
O=C(CN1CCCCCC1)N1c2ccccc2Sc2ccccc21,i,-20.7%,0.0%,4.6%,-9.9%,1.0%[20 µM],-1.1%,0.4%,.,
CC(C)N=C(Nc1cccnc1)c1ccccc1,.,-18.4%,12.3%,1.4%,3.2%,-1.9%,-0.9%,-2.5%,-5.1%,
Cc1[nH]nc2c1C(c1cnn(C)c1)C(C#N)=C(N)O2 (configuration not stated),i,-21.5%,-1.0%,-1.2%,0.0%,-15.6%,1.5%,6.6%,-1.0%,
O=C1c2cccc3c(Nc4ccccc4Cl)c([N+](=O)[O-])cc(c23)C(=O)N1CCO,i,32.8%,-3.3%,3.1%,4.5%,-23.9%,-0.2%,3.8%,0.8%,

# Brought forward from above: 6 entries, then new ones.
SMILES,Yfh1-depleted yeast,NOD1 inhibition,HIV fusion peptide,NOD2 inhibition,NS5 inhibitors,KOR beta-arrestin-1,West Nile virus CPE,AID2073,KOR beta-arrestin-2,others
COc1ccc(OC)c(N=C2C(=O)Nc3ccccc32)c1,i,5.0%,-1.0%,11.8%,12.3%,7.7%,0.2%,13.1%,-3.9%,
COC(=O)c1sccc1NC(=S)N1CCN(c2ccc(F)cc2)CC1,i,-21.3%,-0.6%,8.4%,3.2%,-0.8%,-1.4%,-13.7%,0.7%,
O=C(CN1CCCCCC1)N1c2ccccc2Sc2ccccc21,i,-20.7%,0.0%,4.6%,-9.9%,1.0%[20 µM],-1.1%,0.4%,.,
CC(C)N=C(Nc1cccnc1)c1ccccc1,.,-18.4%,12.3%,1.4%,3.2%,-1.9%,-0.9%,-2.5%,-5.1%,
Cc1[nH]nc2c1C(c1cnn(C)c1)C(C#N)=C(N)O2 (configuration not stated),i,-21.5%,-1.0%,-1.2%,0.0%,-15.6%,1.5%,6.6%,-1.0%,
O=C1c2cccc3c(Nc4ccccc4Cl)c([N+](=O)[O-])cc(c23)C(=O)N1CCO,i,32.8%,-3.3%,3.1%,4.5%,-23.9%,-0.2%,3.8%,0.8%,
CN1CCN(S(=O)(=O)c2cccc(S(=O)(=O)c3ccc(Cl)c(Cl)c3)c2)CC1,i,-1.9%,0.4%,15.7%,-6.9%,4.0%,-0.5%,-15.6%,1.2%,
CCOc1ccc(OCc2ccc(C(=O)NC(C)(C)C)o2)cc1,.,29.5%,-0.7%,13.7%,-6.9%,-4.3%,-2.3%,0.8%,5.6%,
C/C(=N\NC(=O)c1ccoc1C)c1cccc2ccccc12,.,-28.6%,-1.2%,-19.9%,-1.6%,-6.4%,0.7%,10.9%,-4.9%,
COc1ccc(Cl)cc1C(=O)Nc1ccc(OCC(=O)N2CCOCC2)cc1,.,-28.1%,-0.7%,10.8%,-4.5%,0.3%,0.6%,6.9%,3.1%,
COCCNC(=O)C(OC(=O)CC1Sc2ccccc2NC1=O)c1ccncc1 (configuration not stated),i,-4.5%,2.0%,13.3%,5.5%,-26.6%,-0.3%,-1.1%,-0.4%,
Cc1cccc(OCc2nnc(SCC(=O)Nc3nccs3)o2)c1,i,-7.6%,6.4%,-0.5%,5.4%,12.4%,0.4%,0.1%,4.2%,
CCOC(=O)c1c(CC(C)C)csc1NC(C)=O,i,-8.0%,-0.5%,9.3%,-8.3%,4.5%,0.1%,4.1%,0.6%,
S=c1[nH]nc(-c2ccncc2)n1/N=C/c1ccccc1Cl,i,5.0%,0.8%,13.2%,.,9.0%,0.7%,-35.0%,-1.1%,
CN(CC(=O)NC(=O)NCc1ccco1)Cc1nc2ccccc2c(=O)[nH]1,i,1.8%,0.9%,-2.4%,-4.8%,-7.2%,0.2%,21.8%,-3.8%,
COc1cc(C2Nc3ccc4ncccc4c3C3=C2C(=O)CCC3)cc(OC)c1OC (configuration not stated),i,-44.1%,-0.6%,-6.1%,-2.3%,14.7%[20 µM],-0.4%,-48.0%,-3.6%,
CCNC(=O)NC(=O)C(C)OC(=O)c1ccc(SC)cc1OC (configuration not stated),i,-10.3%,1.4%,-10.5%,-11.6%,-3.1%,-0.9%,7.7%,-1.2%,
Cc1ccc(C)c(OCCN2CCOCC2)c1,.,-24.5%,1.4%,-7.8%,-5.4%,-16.4%,-0.1%,-2.8%,1.3%,
O=C(O)/C=C/C(=O)NNc1ccc([N+](=O)[O-])cc1,i,-37.5%,-3.5%,-44.2%,.,12.2%[20 µM],0.1%,12.4%,.,
Cc1ccc(S(=O)(=O)c2cc3c(=O)n4ccccc4nc3n(C)c2=N)cc1C,.,-7.1%,-1.9%,30.8%,?,-18.4%,-0.3%,14.4%,-3.0%,
COc1ccc(NC(=O)CSc2nc3nc(-c4cccs4)cc(C(F)(F)F)c3c(=O)[nH]2)c(OC)c1,i,31.6%,13.8%,22.2%,5.1%,-26.7%,1.1%,-11.3%,1.5%,
COc1cccc(C(=O)Nc2cccc(NC(C)=O)c2)c1,i,-2.9%,0.6%,3.0%,2.4%,-26.2%,0.0%,-0.1%,-2.2%,
O=S(=O)(c1ccc(OCc2nc3ccccc3s2)c(Cl)c1)N1CCOCC1,i,27.6%,0.6%,-35.7%,-3.1%,-56.8%,0.1%,3.6%,10.2%,
Cc1ccc(C)c(C(=O)CSc2n[nH]c(-c3ccncc3)n2)c1,i,-0.8%,0.9%,11.0%,0.0%,16.3%,-0.4%,6.3%,-1.2%,
COCCn1c(=O)[nH]c2cc(C(=O)Nc3ccc(OC)c(Cl)c3)ccc2c1=O,.,-20.6%,2.6%,11.8%,-7.5%,-4.0%,?,15.6%,-2.1%,
CN1C(=O)N(c2nnc(C(C)(C)C)s2)C(=O)C1c1ccccc1 (configuration not stated),i,-4.8%,1.0%,7.0%,-10.8%,-3.0%,0.3%,3.4%,-2.6%,
O=C(O)C1CCCCC1C(=O)NCc1ccncc1 (configuration not stated),i,-7.1%,1.1%,11.0%,-0.4%,19.1%,0.9%,2.9%,-2.7%,
Cc1ccc(-n2nnnc2SCC(=O)N(CC(C)C)c2c(N)n(CC(C)C)c(=O)[nH]c2=O)cc1,i,-23.7%,-0.7%,14.1%,-3.0%,25.9%,-0.7%,-2.2%,-5.0%,
CCOC(=O)C1CCN(C(=O)CNC(=O)c2nn(-c3ccc(OC)c(OC)c3)c(=O)c3ccccc23)CC1,.,-19.6%,-1.0%,4.1%,-11.6%,-14.0%,-0.2%,7.1%,-5.4%,
CC(=O)C1C(c2ccco2)c2c(noc2C)CC1(C)O (configuration not stated),i,-10.4%,-1.0%,7.2%,-11.8%,28.3%,0.0%,-1.2%,0.4%,
COc1ccc(CNS(=O)(=O)c2cc(-c3cc(C)no3)ccc2OC)cc1OC,.,-33.1%,-0.3%,15.3%,9.1%,0.4%,-0.3%,3.7%,0.5%,
CCN(CC)CCNC(C(=O)Nc1cc(C(F)(F)F)ccc1Cl)c1ccccc1 (configuration not stated),i,-29.6%,0.2%,8.0%,-5.8%,-9.5%,0.1%,-2.7%,-0.2%,
Cc1ccc(S(=O)(=O)NCCSCc2ccccc2)cc1,i,-0.4%,-0.3%,19.9%,-9.7%,-3.7%,-0.4%,1.9%,-2.6%,
c1ccc(-c2ccn3nnnc3n2)cc1,i,-14.6%,3.4%,-2.6%,-2.4%,6.9%,0.6%,8.3%,-5.0%,

# Screening results as filed in PubChem.
